Screening data: PubChem, Sanford-Burnham Center for Chemical Genomics
MPTP block: mitochondrial permeability transition pore inhibitors, primary screen, biochemical, isolated mouse mitochondria, absorbance; inhibition, % at 10 µM; actives 1.4% (n = 360,000); Ca2+ swelling absorbance, 30 min;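 active means inhibition of 50% or more, scaled per plate between neutral and stimulator controls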;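 further: 0% = DMSO wells given calcium and 100% = 1 mM EGTA wells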
CCR6 antagonist: CCR6 receptor antagonists, primary screen, cell-based, CHO-K1, luminescence, beta-arrestin, uHTS | CHO-K1 CCR6 PathHunter beta-arrestin, CCL20-stimulated | C-C chemokine receptor type 6 (Homo sapiens), P51684 | actives 0.49% (n = 340,000) | AID 493098, 2011 | inhibition, % at 20 µM;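 active means compounds whose inhibition of the agonist-driven luminescence signal at 20 µM reaches about 50%, limit read from the data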;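 further: cells stimulated with CCL20 at 14 nM final; plate controls were DMSO with CCL20 for no effect and DMSO without agonist for full effect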
Gli-Sufu antag: Gli-Sufu pathway antagonists, primary screen, luciferase luminescence, Sufu-KO-LIGHT cells, uHTS. Sufu-KO-LIGHT fibroblasts, Gli luciferase reporter luminescence. inhibition, % at 5 µM. actives 0.74% (n = 340,000);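 active means inhibition above about 55%, limit read from the data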;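 further: 0% = DMSO-treated cells and 100% = wells with medium but no cells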
A3G deaminase: APOBEC3G DNA deaminase inhibitors, primary screen, biochemical, fluorescence, single-stranded DNA substrate, uHTS; DNA dC->dU-editing enzyme APOBEC-3G (Homo sapiens), Q9HC16; recombinant A3G, ssDNA deamination FAM/TAMRA fluorescence; inhibition, % at 20 µM; actives 0.28% (n = 330,000); AID 493012, 2011;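 active means inhibition of at least 40% at 20 µM, with no more than 30% in the related APOBEC3A deaminase screen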;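 further: plate controls were DMSO wells with A3G for no effect and wells lacking A3G enzyme for full effect; some compounds called inactive have numbers as strong as hits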
APOBEC3A inh: APOBEC3A ssDNA deaminase inhibitors, primary screen, selectivity assay for APOBEC3G inhibitor project, biochemical, FAM/TAMRA oligo cleavage fluorescence | DNA dC->dU-editing enzyme APOBEC-3A (Homo sapiens), P31941 | recombinant A3A, FAM/TAMRA ssDNA deamination fluorescence | inhibition, % at 20 µM | actives 0.41% (n = 330,000) | AID 493011, 2011;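 active means at least 40% inhibition at 20 µM here, with at most 30% in a related deaminase screen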;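 further: plate controls were A3A with DMSO for no effect and wells lacking A3A enzyme for full effect; some results filed as inactive read as strong as hits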
Target sequence (P31941 whole entry, looked up): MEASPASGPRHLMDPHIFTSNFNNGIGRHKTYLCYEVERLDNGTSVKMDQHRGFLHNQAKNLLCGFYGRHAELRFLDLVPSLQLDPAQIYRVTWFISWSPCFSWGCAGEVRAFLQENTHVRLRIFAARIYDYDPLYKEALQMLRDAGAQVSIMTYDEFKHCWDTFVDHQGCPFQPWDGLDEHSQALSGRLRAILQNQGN
CXCR6 block: CXCR6 receptor inhibitors, primary screen, cell-based, beta-arrestin, luminescence, CHO-K1 PathHunter, 1536-well; actives 0.36% (n = 360,000); AID 602244, 2012; C-X-C chemokine receptor type 6 (Homo sapiens), O00574; inhibition, % at 20 µM; in the data active means inhibition above about 34%, passing the limit was not always enough;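 further: antagonist mode with CXCL16 agonist at 10 nM final; 0% = 10 nM CXCL16 with DMSO and 100% = unstimulated wells without agonist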
Target sequence (O00574 whole entry, looked up): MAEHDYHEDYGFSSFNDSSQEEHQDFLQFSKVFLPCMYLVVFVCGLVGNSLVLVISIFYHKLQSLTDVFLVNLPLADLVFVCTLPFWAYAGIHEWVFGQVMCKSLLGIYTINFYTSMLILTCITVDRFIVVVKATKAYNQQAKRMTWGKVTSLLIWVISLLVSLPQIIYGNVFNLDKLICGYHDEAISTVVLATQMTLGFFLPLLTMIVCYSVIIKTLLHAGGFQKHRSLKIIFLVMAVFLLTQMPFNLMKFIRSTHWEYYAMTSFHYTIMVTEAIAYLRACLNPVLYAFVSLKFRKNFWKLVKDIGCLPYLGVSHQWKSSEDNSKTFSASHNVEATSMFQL
EBI2 antag: EBI2 receptor antagonists, beta-arrestin recruitment, primary screen, cell-based, luminescence, 7a,25-OHC stimulation, uHTS. inhibition, % at 5 µM. G-protein coupled receptor 183 (Homo sapiens), P32249. actives 0.81% (n = 360,000). 7a,25-OHC stimulated; in the data active means inhibition above about 38%;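 further: enzyme fragment complementation signal reports receptor beta-arrestin coupling in cells; 0% = agonist plus DMSO wells and 100% = wells without agonist; some results beyond the cut were filed as inactive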
Target sequence (P32249 whole entry, looked up, the tested form may be a part): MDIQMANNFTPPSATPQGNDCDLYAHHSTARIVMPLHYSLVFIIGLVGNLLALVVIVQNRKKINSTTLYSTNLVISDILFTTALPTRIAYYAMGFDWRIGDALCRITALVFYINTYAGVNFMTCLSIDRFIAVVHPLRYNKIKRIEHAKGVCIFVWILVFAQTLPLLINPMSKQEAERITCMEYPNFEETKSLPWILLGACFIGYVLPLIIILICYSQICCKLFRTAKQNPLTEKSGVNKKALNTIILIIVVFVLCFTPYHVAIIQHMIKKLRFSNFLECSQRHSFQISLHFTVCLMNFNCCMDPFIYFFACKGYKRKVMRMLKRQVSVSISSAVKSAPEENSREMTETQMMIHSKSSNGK
NR3A LBD binder: binders of NR3A ligand-binding domain, primary screen, biophysical, differential scanning fluorimetry, uHTS; Glutamate receptor ionotropic, NMDA 3A (GRIN3A) ligand-binding domain; NR3A LBD differential scanning fluorimetry, Tm shift; 0% = protein alone, 100% = glycine-bound protein; Tm shift relative to glycine control, % at 25 µM; actives 2.5% (n = 340,000); AID 1259313, 2017;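 active means melting temperature shift of at least 10% of the positive control shift, at one fixed dose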
Starred values were filed as active, the others as inactive; . = not tested or not shown.

SMILES | MPTP block | CCR6 antagonist | Gli-Sufu antag | A3G deaminase | APOBEC3A inh | CXCR6 block | EBI2 antag | NR3A LBD binder
O=C(Nc1cc(S(=O)(=O)N2CCCCC2)ccc1Cl)C1=NN(c2ccccc2)C(=O)CC1 | -1.3 | 16.4 | -6.8 | -4.1 | -3.2 | -16.5 | 6.0 | -5.9
Cc1cc(C)cc(C(=O)NC(CC(N)=O)c2ccc(N3CCN(C)CC3)c([N+](=O)[O-])c2)c1 (stereo not given) | -0.6 | -3.4 | -5.1 | 8.7 | 2.7 | 1.4 | 0.1 | -2.3
O=C(CSc1nnc(-c2ccc(F)cc2)n1CC1CCCO1)NCc1ccco1 (stereo not given) | -2.2 | 10.7 | 3.7 | -6.5 | -0.5 | -1.0 | 4.1 | 0.3
CC(=O)Nc1cccc2c1Cc1cc([N+](=O)[O-])ccc1-2 | -2.1 | 14.7 | 10.6 | . | . | -3.1 | 3.2 | -0.2
Cc1nc(NC(=O)c2cccc(Cl)c2)sc1C(=O)N1CCCCC1 | -0.3 | 3.3 | -37.8 | -10.4 | -4.7 | 6.0 | -9.0 | 0.2
Cc1c(NC(=O)C(C)Oc2ccc(Br)cc2Cl)c(=O)n(-c2ccccc2)n1C (stereo not given) | 0.1 | 0.0 | 5.4 | -4.6 | 1.8 | 10.6 | -15.4 | 1.1
OCC[C@@H]1C[C@@H](O)[C@H](O)[C@@]2(Cc3ccccc3CCO2)O1 | -1.1 | -5.8 | -2.6 | -10.5 | -3.3 | -9.3 | -15.2 | 2.1
COc1cccc(CN2C(=O)C3(C(C#N)=C(N)OC4=C3C(=O)CCC4)c3ccccc32)c1 (stereo not given) | 0.7 | 0.9 | -5.8 | -8.6 | -3.9 | -3.8 | -1.5 | -0.5
C[C@@H](CSc1ccccc1)CN1CC[C@H](O)CCC1=O | 0.3 | -0.8 | -3.6 | -8.2 | 0.6 | -3.0 | -19.1 | -0.2
Cc1cc(=O)n2nc(N3CCCC3C(=O)Nc3ccc(C(C)C)cc3)sc2n1 (stereo not given) | -0.7 | -1.8 | -14.5 | 15.9 | 0.1 | 7.5 | -12.0 | 0.5
Cc1c(Cl)cccc1-n1c(SCC(=O)N2CCC(C(=O)O)CC2)nnc1-c1ccncc1 | -0.3 | -9.2 | -8.0 | -7.1 | 4.6 | 3.4 | -4.9 | -0.9
CC1CC(=O)c2ccccc2C1C (stereo not given) | 0.1 | -4.9 | 3.5 | . | . | -9.1 | -2.1 | -2.0
COc1cccc(CN2CCN(CCc3ccccc3)C(CCO)C2)c1OC (stereo not given) | -0.9 | 8.2 | -4.4 | -5.2 | -2.6 | 0.2 | 5.7 | -0.8
O=C(O)C1C2CCCCC2=C2CCCCC2C1C(=O)Nc1nccs1 (stereo not given) | -0.9 | 7.4 | -2.8 | . | . | -0.1 | -5.2 | 4.0
COc1ccccc1CN(Cc1cc2cc(C)ccc2[nH]c1=O)Cc1nnnn1CC1CCCO1 (stereo not given) | 2.0 | 2.7 | 5.1 | -5.8 | -5.6 | -0.4 | 9.7 | -5.5
COc1ccccc1CNC(=O)CCNS(=O)(=O)c1cccc2nsnc12 | 0.4 | 9.7 | 3.9 | -4.2 | -4.8 | -0.3 | -9.0 | 0.1
O=c1c(-c2ccc(O)cc2)coc2cc(OC3OC(CO)C(O)C(O)C3O)ccc12 (stereo not given) | -0.7 | -1.9 | -43.5 | -10.2 | -3.5 | -2.7 | 7.7 | -1.4
CN(C(=O)CSc1ncn[nH]1)C1(C#N)CCCCC1 | 0.2 | 10.3 | -6.1 | -5.1 | -1.0 | -2.1 | -12.6 | 0.4
Cc1cc(C(=O)OC(C(=O)Nc2ccc(C)c(Cl)c2)c2ccccc2)c(C)o1 (stereo not given) | 17.4 | -7.3 | 8.2 | . | . | -1.5 | -5.8 | 25.5*
CCOc1ccc(CN(CCO)CCO)cc1[N+](=O)[O-] | -1.9 | 10.3 | 36.8 | 1.0 | 4.3 | 3.2 | 3.1 | -0.7
O=C(c1cccc(S(=O)(=O)N2CCOCC2)c1)N1CCCC1 | -0.5 | 2.3 | 3.9 | -3.0 | -3.5 | 8.4 | -4.2 | 1.0
COc1ccc(NC(=O)C2CC(=O)OC23CCOC(C)(C)C3)cc1 (stereo not given) | 1.7 | 0.6 | 4.5 | -1.6 | 0.1 | 1.8 | -9.1 | 2.2
Cc1ccc(N=C(N(C)C)P(=O)(N(C)C)N(C)C)c(C)c1 | -0.2 | 2.7 | 6.4 | -0.8 | -1.2 | -0.6 | 0.1 | 0.3
Cc1ccc(Cl)c2sc(NC(=O)C3=COCCO3)nc12 | 1.6 | 7.8 | -25.4 | -6.3 | -3.7 | -2.7 | -4.1 | -27.4
CCCC(=O)Nc1nc2c(s1)COc1ccccc1-2 | -0.2 | 10.8 | -22.7 | -14.5 | -2.2 | -1.5 | -0.3 | -0.8
COc1ccccc1/C=C/C(=O)NCc1ccccn1 | 0.4 | -9.1 | -3.7 | -8.1 | -2.9 | -3.7 | 10.0 | -0.9
C/C(=N/NC(=O)c1ccc2c(c1)OCCO2)c1ccc([N+](=O)[O-])cc1 | 1.2 | 8.1 | -3.4 | -6.6 | 3.2 | -5.9 | 1.6 | 0.0
Cc1ccc(NS(=O)(=O)N(C)C)cc1 | 0.0 | -14.3 | -6.2 | -6.4 | -1.2 | -0.7 | -3.1 | -0.2
Cc1cc(NC(=O)CSc2nnc(CNC(=O)c3c(F)cccc3F)o2)no1 | 2.2 | -8.6 | 30.1 | 3.0 | 7.9 | 3.2 | 5.1 | -0.3
COc1ccc(C2C=C(c3ccccc3)Nc3nnnn32)cc1 (stereo not given) | 0.3 | -1.9 | -14.2 | 1.4 | 3.4 | 5.3 | -6.8 | 0.8
COC(=O)c1sccc1NC(=S)N1CC(C)CC(C)C1 (stereo not given) | -0.5 | 18.6 | -2.4 | . | . | 6.6 | 0.0 | 1.6
COc1cc(C(=O)NCCc2cn3ccc(C)cc3n2)cc(OC)c1OC | -0.2 | 0.2 | -3.1 | -10.7 | -4.1 | -4.8 | -5.5 | -1.1
CC(Cc1ccco1)NC(=O)c1ccc(C(F)(F)F)cc1 (stereo not given) | 0.6 | 18.4 | -71.4 | -3.3 | 0.1 | -7.2 | -2.0 | -1.8
Cc1ccc(/C=C2/SC(=S)N(CCCC(=O)Nc3ccc(O)cc3)C2=O)cc1 | 1.4 | 12.9 | 62.1* | -7.8 | -0.3 | 5.7 | 1.4 | 6.7
CCOc1ccc(NC(=O)C2CSC(c3ccncc3)=N2)cc1 (stereo not given) | 0.3 | -13.0 | -15.5 | 4.6 | 4.5 | -6.9 | 1.6 | 2.2
CC1(C)CC(=O)C=C(c2ccc(-c3ccccc3)cc2)C1 | 1.3 | 13.2 | -100.1 | -9.2 | -1.9 | 9.8 | 3.2 | -1.0
O=C(Nc1cccc(Cl)c1)c1cc(S(=O)(=O)N2CCCCC2)c[nH]1 | 1.0 | 13.0 | 2.3 | -7.7 | -2.2 | 8.8 | -2.8 | -3.1
O=C(NCc1ccc2c(c1)OCO2)c1nc(S(=O)(=O)Cc2ccccc2)ncc1Cl | 0.1 | 62.5* | 2.7 | 5.7 | 0.5 | 39.8 | -6.1 | 0.5
COc1ccc(/C(O)=C2/C(=O)C(=O)N(CCN(C)C)C2c2ccccn2)cc1OC (stereo not given) | -0.7 | 0.9 | -0.3 | 0.3 | -2.5 | 1.7 | -3.7 | -2.3
CCOc1ccc(NS(=O)(=O)c2cc3c4c(c2)CCN4C(=O)CC3)cc1 | -0.9 | 1.3 | 7.6 | -2.3 | 5.0 | 3.3 | 10.6 | 3.1
COc1ccccc1N1CCN(C(=O)NC23CC4CC(CC(C4)C2)C3)CC1 | 1.7 | 4.2 | -2.1 | -8.7 | -5.4 | 3.7 | 1.0 | 0.3
NC(=S)N/N=C/c1ccccc1OC(=O)/C=C/c1ccccc1 | -0.1 | 18.2 | 25.5 | -2.9 | -4.6 | -11.5 | -12.2 | -0.1
CC1=CC=CC2=NC(=O)CC(C)(C(=O)N(CC(=O)NC3CCCC3)c3ccc(F)cc3)N12 (stereo not given) | 1.4 | 6.8 | -13.0 | -9.4 | -5.4 | -0.6 | -2.4 | 0.2
COc1ccc(S(=O)(=O)NC(N)=NCCc2ccccc2)cc1 | -0.6 | 6.8 | 10.1 | 2.4 | 0.0 | 5.9 | 8.5 | 0.5
Cc1ccc(C)c(N2CCN(C(=O)C(Cc3ccccc3)n3cccc3)CC2)c1 (stereo not given) | 3.1 | 17.9 | 5.7 | 2.0 | 0.1 | 14.0 | 21.7 | 5.4
Cc1ccc(N(CC(=O)NCc2ccccn2)S(=O)(=O)c2ccccc2)cc1Cl | -0.6 | 8.4 | -4.7 | -3.3 | 1.2 | 1.5 | 13.5 | -2.0
CCCC1=[N+](CC(=O)c2ccccc2)CCn2cccc21 | 0.0 | 16.7 | -9.7 | -9.5 | -8.7 | 5.9 | -1.3 | 1.9
O=C(CSc1nn(-c2ccc(Cl)cc2)c(=S)s1)N1CCN(C(=O)c2ccco2)CC1 | 0.2 | 10.0 | 7.1 | -3.1 | -4.5 | 5.5 | 0.6 | -18.3
COc1ccc(CC(=O)N2CC(C)CC(C)C2)cc1OC (stereo not given) | 0.5 | 6.3 | 3.2 | -5.6 | -16.0 | 7.2 | -2.3 | 2.0
CCOC(=O)c1cccc(NC(=O)c2ccc(NC(=O)c3ccco3)cc2)c1 | -0.4 | 5.5 | 6.8 | -0.8 | -3.0 | 2.1 | 3.4 | 31.1*
O=C(NCc1nnc(SCC(=O)N2CCCC2)o1)c1ccc(F)cc1 | 0.2 | 6.0 | -8.6 | 14.4 | 2.0 | -1.6 | -0.7 | 0.7
CC1Cc2ccccc2N1C(=O)CSc1ncccc1C(=O)O (stereo not given) | 2.4 | 2.6 | -0.7 | -4.1 | -0.2 | 0.1 | -5.2 | 0.3
CC(C)c1cccc(C(C)C)c1OC(=O)NC(=O)c1c(F)cccc1F | -2.2 | 20.5 | 11.1 | -7.8 | -2.5 | 8.5 | 4.3 | -2.0
COc1cc(C(Nc2ccc(S(=O)(=O)N3CCC(C)CC3)cc2)C(=O)NCC2CCCO2)cc(OC)c1OC (stereo not given) | 0.1 | 16.4 | 0.7 | -0.4 | 2.5 | 2.3 | -10.7 | -2.4
FC(F)(F)c1cccc(N2CCN(C(=S)NCC3CCCO3)CC2)c1 (stereo not given) | -0.1 | 1.8 | 0.8 | -2.3 | -4.0 | -8.3 | 2.0 | -4.0

Molecules above that contain a CF3 group, in the order listed:
SMILES | MPTP block | CCR6 antagonist | Gli-Sufu antag | A3G deaminase | APOBEC3A inh | CXCR6 block | EBI2 antag | NR3A LBD binder
CC(Cc1ccco1)NC(=O)c1ccc(C(F)(F)F)cc1 (stereo not given) | 0.6 | 18.4 | -71.4 | -3.3 | 0.1 | -7.2 | -2.0 | -1.8
FC(F)(F)c1cccc(N2CCN(C(=S)NCC3CCCO3)CC2)c1 (stereo not given) | -0.1 | 1.8 | 0.8 | -2.3 | -4.0 | -8.3 | 2.0 | -4.0

Hits appear at their usual frequency (roughly 5.8% active in at least one column).
